mcGAS RapidFire = blocks mouse cGAS cGAMP production; Q8C6L5; recombinant mouse cGAS, cGAMP by RapidFire MS; inhibition, % at 12.5 µM; 130,000 tested, 0.18% active; AID 1259397;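 active = inhibition of cGAS enzyme activity at or above 60%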;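 also: enzyme stimulated by 45 bp dsDNA with ATP and GTP substrates; cGAMP share of summed cGAMP plus half ATP and half GTP signals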
Target sequence (Q8C6L5 whole entry, looked up): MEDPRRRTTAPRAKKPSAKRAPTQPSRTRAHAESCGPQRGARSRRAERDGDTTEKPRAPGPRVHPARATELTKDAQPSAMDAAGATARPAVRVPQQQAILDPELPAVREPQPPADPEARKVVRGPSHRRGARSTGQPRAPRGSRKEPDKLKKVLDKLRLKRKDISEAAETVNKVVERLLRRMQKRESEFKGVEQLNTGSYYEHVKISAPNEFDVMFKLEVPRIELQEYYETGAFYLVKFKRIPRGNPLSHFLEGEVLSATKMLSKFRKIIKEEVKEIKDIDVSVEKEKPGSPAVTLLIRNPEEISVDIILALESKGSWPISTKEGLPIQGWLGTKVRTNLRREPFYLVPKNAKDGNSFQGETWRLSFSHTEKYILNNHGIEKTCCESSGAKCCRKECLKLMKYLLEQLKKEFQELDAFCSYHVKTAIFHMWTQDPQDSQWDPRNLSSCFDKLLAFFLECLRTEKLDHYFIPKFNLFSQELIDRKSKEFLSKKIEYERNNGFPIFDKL
Numbers without * were called inactive; & = joins results of further samples. Not all compounds are listed, so the mix of outcomes need not match the whole.

SMILES	mcGAS RapidFire
Cc1ccsc1C(=O)OCc1cc(=O)n2ccsc2n1	-13.8
Cn1ncc2c(NCc3cc(C(C)(C)C)n[nH]3)nc(C(C)(C)C)nc21	-18.7
CCCn1c(SCc2cccc3cccnc23)n[nH]c1=O	-10.0
Cc1sc2c(c1Br)-c1c(sc(C)c1Br)CSC2	-11.4
CCCN1C(=O)C(C)(C)COc2ccc(NC(=O)Cc3ccc(Cl)cc3)cc21	9.1
CSCC(=O)NCCC(=O)Nc1cc(Br)ccc1C	-6.7
CC(C)c1nccc(CN2CCN(c3ncnc4ccccc34)CC2)n1	-7.3
O=C1OC(c2ccc(Cl)c(Cl)c2)=N/C1=C/C=C/c1ccccc1	18.3
CC(C)c1nc(C(C)NC(=O)C2CCS(=O)(=O)C2)cs1 (configuration not stated)	-13.0
COc1ccc(-n2ncc([C@H]3N[C@](CO)(CCO)[C@H]4CN(C)C[C@@H]34)c2C)cc1	-18.9
CCOC(=O)c1ccc(NC(=O)C2=C(C)Nc3nc(CCCO)nn3C2c2cccc(C)c2)cc1 (configuration not stated)	-4.0
CCNc1nc(NCC)n2c(=S)[nH]nc2n1	-5.9
CC(NC(=O)c1ccc(-n2cnnn2)cc1)C12CC3CC(CC(C3)C1)C2 (configuration not stated)	-8.5
CCSc1cc(-c2cc(-c3cccs3)[nH]c(=O)c2C#N)c(C)o1	27.1
CC(C)OCCS(=O)(=O)NCC(=O)Nc1ccc(Br)cc1	-6.0
CCN1CCN(C(C)CNc2ccc(C#N)c(Cl)c2)CC1 (configuration not stated)	-6.9
CS(=O)(=O)N(CC(O)Cn1c2ccccc2c2ccccc21)c1ccc(F)cc1 (configuration not stated)	4.9
COc1ccc(OCC(=O)Nc2cccc(C)n2)cc1	-12.4
CCCn1c(C(C)NCc2ccccc2)nc2ccccc2c1=O (configuration not stated)	-4.5
CCOC(=O)CC(c1cc(C(C)(C)C)c(O)c(C(C)(C)C)c1)P(=O)(OCC)OCC (configuration not stated)	-8.9
O=C(COc1cccc2ccccc12)N1CCN(S(=O)(=O)N2CCCCCC2)CC1	-8.6
CCC(C)NC(=O)CCn1c(=O)c2ccccc2n2c(=O)n(CC(=O)NCc3cccs3)nc12 (configuration not stated)	-8.3
Cc1ccc(N(CC(=O)NCCc2nncn2C(C)C)S(C)(=O)=O)cc1	-9.8
O=C(Cn1nnc(-c2cccs2)n1)N1CCN(C(=O)c2ccco2)CC1	14.7
COc1ccc(NC(=O)CSc2cc(C)ccc2C)cc1Cl	-5.4
Cc1nc(-c2ccccc2)nc2c1C(=O)CC(c1ccc(N(C)C)cc1)S2 (configuration not stated)	-6.6
OC[C@@H](O)[C@@H](O[C@@H]1O[C@H](CO)[C@@H](O)[C@H](O)[C@H]1O)[C@H](O)[C@@H](O)CO	-7.3
O=C(CSc1nnc(-c2ccc(Cl)s2)o1)NC1CCCCC1	-8.0
CC1Cc2ccccc2N1C(=O)CSc1nc2ccc(Cl)cc2[nH]1 (configuration not stated)	-5.8
CCOc1ccc(C(C)=O)cc1CN(C)Cc1ccc(C)cc1	-8.1
O=C(CNC(=O)NC1CC1)NC1CC1c1ccccc1C(F)(F)F (configuration not stated)	-1.3
CCOc1ccc(O)c(C2Nc3ccc(C)cc3-c3nc(C4CC4)nn32)c1 (configuration not stated)	-2.2
COC(=O)c1c(C)[nH]c(C(=O)C(C)Sc2nnc(C3CC3)n2C2CC2)c1C (configuration not stated)	1.6
O=C(NC1CCN2CCCCC12)C1CCS(=O)(=O)C1 (configuration not stated)	-12.4
CCc1c(C)nn(CC(=O)NC(C)c2n[nH]c(C)n2)c1C (configuration not stated)	-19.8
CN(C(=O)C1Cc2ccccc2CN1)C1CCOCC1 (configuration not stated)	1.3
Cc1ccccc1CN1CCCC(CCNS(=O)(=O)C2CC2)C1 (configuration not stated)	-9.8
COc1ccc(/C=C/C(=O)c2ccc(O)cc2O)cc1OC	-5.4
Cc1[nH]c(=O)[nH]c(=O)c1-c1ccc(-n2cccn2)cc1	-19.8
CN(Cc1ccccc1Br)Cn1c(=O)oc2ccccc21	-6.9
CCN1CC2([N+](=O)[O-])C(=O)CC3OC(C)CC2C3([N+](=O)[O-])C1 (configuration not stated)	-9.6
Brc1c(NC2=NCCN2)ccc2nccnc12	1.4
CCCCSc1nsc(NC(C)=O)n1	-3.5
CN(C)C(=O)c1cc(C(F)(F)F)[nH]n1	-40.7
CN1CCN(C)C2(CCN(C(=O)c3ccc(-c4ccn[nH]4)cc3)CC2)C1	-24.9
c1csc(-c2nc(CSc3ncnc4sccc34)co2)c1	5.1
CN(CCCNS(=O)(=O)c1ccc(F)c(F)c1)Cc1ccccc1	-9.1
COCCn1c(=O)c2c(nc3n2CC(C)CN3c2ccc(Br)cc2)n(C)c1=O (configuration not stated)	-3.4
CN(C)CCC=C1c2ccccc2CCc2ccccc21	-4.1&-0.8&-0.1
CC(C)(C)C(=O)NCCn1ccc2ccccc21	-5.6
Clc1ccc(-n2nnc3c(N4CCNCC4)ncnc32)cc1	2.7
Cc1nc2ncc3c(=O)n(-c4ccccc4C(F)(F)F)ccc3n2n1	-7.0
Cc1cc(C(=O)CSc2nnc(C3CC3)o2)c(C)n1Cc1cccs1	3.5
Cc1cnc(C(=O)Nc2cc(Cl)cc(Cl)c2)cn1	3.3
O=C(NC1CC1)C(c1ccccc1)N1CCC(c2ccccc2)C1 (configuration not stated)	-16.1
CC1=CC(C)C(/C=N\n2cnnc2)C(C)C1 (configuration not stated)	1.9
COCC1(C(=O)N(C)Cc2nonc2C)CCC1	-17.5
CC1(C)C2CC=C(C=NNc3ccccc3[N+](=O)[O-])C1C2 (configuration not stated)	-3.1
Nc1cnn(-c2ncc(Cl)cc2Cl)c1	5.3
Cc1noc(C)c1CCNc1ccc(Br)cn1	-11.9&2.5

Continued:
SMILES	mcGAS RapidFire
Cc1ccccc1-n1c(C)cc(C(=O)Nc2c[nH]ccc2=O)c1C	-4.8
Cc1cc(COC(=O)C(C)NC(=O)c2ccc(S(=O)(=O)N(C)C)cc2)on1 (configuration not stated)	-2.5
c1cnc(Oc2ccc(CN3CCCC(N4CCc5ccccc5C4)C3)cc2)nc1 (configuration not stated)	0.9
N=C1CCCN1c1ccc(Cl)c(Cl)c1	-10.4
O=C(Cn1nnnc1CN1CCc2ccccc2C1)N1CCC(Oc2cccnc2)CC1	-8.8
COc1c(O[C@@H]2O[C@H](CO)[C@@H](O)[C@H](O)[C@H]2O)cc2c(c1OC)-c1ccc(SC)c(=O)cc1C(NC(C)=O)CC2 (some centres not stated)	5.2
COc1ccc(NC(=O)C2Cc3ccc(C)cc3S2)cc1 (configuration not stated)	-15.7
c1cc(C2CCCC2)nc(NCC2CCCCO2)n1 (configuration not stated)	-13.3
COC(=O)c1sc2cccc(F)c2c1S(=O)(=O)Nc1cc(C)c(Cl)cc1OC	-15.5
CC(C)c1cc(C2CCN(C(=O)CCn3nnc4ccccc43)CC2)[nH]n1	-12.3
Cc1cc(S(=O)(=O)NNC(=O)Cc2cccs2)ccc1Br	0.3
CC(c1ccc(F)cc1)N(C)C(=O)CCCN1C(=O)NC2(CCCC2)C1=O (configuration not stated)	-5.6
O=C(CC1Cc2ccccc2C1)N1CCCC1c1nnc2c(C(F)(F)F)cccn12 (configuration not stated)	-3.3
CCN(CC)C(=O)[C@@H]1C[C@H](N)CN1C(=O)C(=O)N1CCc2ccccc21	-14.3
CCN(CC)c1ncccc1CNC(=O)c1cc2nc(C)cc(C)n2n1	2.7
COC(=O)c1sccc1-c1ccc(CN2CCC3(CC2)Nc2ccccc2C(=O)N3OC)o1	-0.1
O=C1c2ccccc2S(=O)(=O)N1c1cccc(Cl)c1	1.8
CC(C)(C)OC(=O)N1CCC(C(=O)Nc2nnc(-c3cccc(Br)c3)o2)CC1	-6.8
CCc1ccccc1CN1CCCn2cccc2C1c1ccc([N+](=O)[O-])cc1 (configuration not stated)	4.8
O=C(c1cn2ccsc2n1)N1C[C@H](O)[C@@H](N2CCOCC2)C1	-4.5
CN(CC(=O)Nc1nc(-c2ccc3c(c2)CCCC3)cs1)S(C)(=O)=O	-35.3
O=c1c2cnc3nc(-c4ccccc4)nn3c2ccn1CCc1c[nH]c2ccccc12	-6.6
Cc1ccccc1/C=C/c1nc(=S)n(CN2CCOCC2)[nH]1	-14.5
CNc1snc(C)c1C(=O)N1CCC(COc2ccccc2)CC1	1.0

Quoted at random: 2 compounds from above, in no set order.
SMILES	mcGAS RapidFire
COC(=O)c1sccc1-c1ccc(CN2CCC3(CC2)Nc2ccccc2C(=O)N3OC)o1	-0.1
CC(C)(C)OC(=O)N1CCC(C(=O)Nc2nnc(-c3cccc(Br)c3)o2)CC1	-6.8

Going on with the list.
SMILES	mcGAS RapidFire
Cc1ccsc1CN(Cc1ccccn1)Cc1cccc2c1OCO2	-4.6
CC(C)(C)NC(=O)NC(=O)COC(=O)CCC1CCCC1	-13.1
N#CC(=C(O)CSc1ccccn1)c1nc2ccccc2s1	6.8
CCc1noc(C)c1C(=O)OCC(=O)c1cc(C)n(C)c1C	-19.9
COc1ccccc1N(C)C(=O)CCn1cccc1	-6.6
COCCn1c(=NC(=O)c2coc3ccccc3c2=O)sc2ccccc21	-2.7
COc1ccc(C(=O)N2C[C@H](O)[C@@H](N(C)Cc3cnccn3)C2)cc1	-11.5
Cc1cc(C(=O)N2CCCC(c3ccn[nH]3)C2)n[nH]1 (configuration not stated)	-11.1
Cc1ccc(N2CCCn3c2nc2c3c(=O)[nH]c(=O)n2C)c(C)c1	-2.1
Cc1cccc(-c2noc(CN(C)C(=O)c3ccc4nc(C)[nH]c4c3)n2)c1	-10.6
Cc1ccc(NC(=O)NCC2CCCN(Cc3nccn3C)C2)cc1 (configuration not stated)	-18.0
CC(=O)N(C)CC1=CCCN(Cc2cc(F)c(F)cc2F)C1	-9.5

Another view of some results above:
canonical_smiles | mcGAS RapidFire
c1cc(C2CCCC2)nc(NCC2CCCCO2)n1 (configuration not stated) | -13.3
COC(=O)c1sc2cccc(F)c2c1S(=O)(=O)Nc1cc(C)c(Cl)cc1OC | -15.5
CC(C)c1cc(C2CCN(C(=O)CCn3nnc4ccccc43)CC2)[nH]n1 | -12.3
Cc1cc(S(=O)(=O)NNC(=O)Cc2cccs2)ccc1Br | 0.3
CC(c1ccc(F)cc1)N(C)C(=O)CCCN1C(=O)NC2(CCCC2)C1=O (configuration not stated) | -5.6
O=C(CC1Cc2ccccc2C1)N1CCCC1c1nnc2c(C(F)(F)F)cccn12 (configuration not stated) | -3.3
CCN(CC)C(=O)[C@@H]1C[C@H](N)CN1C(=O)C(=O)N1CCc2ccccc21 | -14.3
CCN(CC)c1ncccc1CNC(=O)c1cc2nc(C)cc(C)n2n1 | 2.7
COC(=O)c1sccc1-c1ccc(CN2CCC3(CC2)Nc2ccccc2C(=O)N3OC)o1 | -0.1
O=C1c2ccccc2S(=O)(=O)N1c1cccc(Cl)c1 | 1.8
CC(C)(C)OC(=O)N1CCC(C(=O)Nc2nnc(-c3cccc(Br)c3)o2)CC1 | -6.8
CCc1ccccc1CN1CCCn2cccc2C1c1ccc([N+](=O)[O-])cc1 (configuration not stated) | 4.8
O=C(c1cn2ccsc2n1)N1C[C@H](O)[C@@H](N2CCOCC2)C1 | -4.5
CN(CC(=O)Nc1nc(-c2ccc3c(c2)CCCC3)cs1)S(C)(=O)=O | -35.3
O=c1c2cnc3nc(-c4ccccc4)nn3c2ccn1CCc1c[nH]c2ccccc12 | -6.6
Cc1ccccc1/C=C/c1nc(=S)n(CN2CCOCC2)[nH]1 | -14.5
CNc1snc(C)c1C(=O)N1CCC(COc2ccccc2)CC1 | 1.0
Cc1ccsc1CN(Cc1ccccn1)Cc1cccc2c1OCO2 | -4.6
CC(C)(C)NC(=O)NC(=O)COC(=O)CCC1CCCC1 | -13.1
N#CC(=C(O)CSc1ccccn1)c1nc2ccccc2s1 | 6.8
CCc1noc(C)c1C(=O)OCC(=O)c1cc(C)n(C)c1C | -19.9
COc1ccccc1N(C)C(=O)CCn1cccc1 | -6.6
COCCn1c(=NC(=O)c2coc3ccccc3c2=O)sc2ccccc21 | -2.7
COc1ccc(C(=O)N2C[C@H](O)[C@@H](N(C)Cc3cnccn3)C2)cc1 | -11.5
Cc1cc(C(=O)N2CCCC(c3ccn[nH]3)C2)n[nH]1 (configuration not stated) | -11.1
Cc1ccc(N2CCCn3c2nc2c3c(=O)[nH]c(=O)n2C)c(C)c1 | -2.1
Cc1cccc(-c2noc(CN(C)C(=O)c3ccc4nc(C)[nH]c4c3)n2)c1 | -10.6
Cc1ccc(NC(=O)NCC2CCCN(Cc3nccn3C)C2)cc1 (configuration not stated) | -18.0

The results go on:
SMILES	mcGAS RapidFire
N#Cc1c(C(=O)O)cc(C2CC2)[nH]c1=S	2.8
COC(=O)CSc1nc(C)c2c(n1)CCCC2	-0.7
Cc1ccc(N(C(=O)c2ccc(S(=O)(=O)N(C)C)cc2)C(=O)N2CCCCC2)cc1	-6.3
CC(C)(C)c1ccc(S(=O)(=O)Nc2c(F)cccc2F)cc1	3.8
COC(=O)c1ccc(NS(=O)(=O)c2ccc(F)c(F)c2)cc1	-9.0
O=C(O)CSc1nnnn1C1CCCCC1	-11.5
COc1ccc(C(C)(O)c2nc(-c3cnc4ccccc4c3)cs2)cc1 (configuration not stated)	4.3
C=CCNc1ccccc1C(=O)N(C)Cc1ccc(CC)cn1	-11.3
COC(=O)c1ccc(COc2ccc(N3CCCC3=O)cc2)o1	-26.8
CC(C)(C)NC(=O)[C@H]1CCC2C3CCC4NC(=O)C=C[C@]4(C)C3CC[C@@]21C (some centres not stated)	-3.0
COc1ccc(-c2csc(N3CCN(S(=O)(=O)c4ccc(N5CCCC5=O)cc4)CC3)n2)cc1	-2.5

Assay outcomes from PubChem BioAssay.
